# Compound activity deposited in PubChem BioAssay by Broad Institute.
# PAX8 inh HTS: inhibitors of PAX8-driven TPO luciferase reporter, primary screen, RMG-I cells, single concentration; SteadyGlo, 24 h; inhibition, % at 12.6 µM; 360,000 tested, 1.2% active; AID 652154, 2013;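 active = mean replicate inhibition at least 60% with every replicate also reaching 60%; inconclusive = only one of the two criteria is met; inactive = mean below 60% and not all replicates reaching 60%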;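 also: luciferase light reporting Pax8 driven TPO promoter activity; plate controls were median of neutral control wells for no effect and mitoxantrone controls for full effect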
# F508del corr: F508del CFTR correction, initial screen, CFBE line, single point; CFBE cells, YFP halide quenching; stimulated with forskolin plus potentiator P3; % fluorescence drop versus neutral controls; 350,000 tested, 0.36% active; activity (quench increase), % at 7.58 µM; AID 720511, 2013;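 active = mean added fluorescence quench of at least 8% versus neutral control, with both replicates also reaching 8%; inconclusive = only one of the mean or replicate conditions met; inactive = mean below 8% and not both replicates reaching 8%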;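 also: cells transiently co-express mutant CFTR-F508del with the halide-sensitive YFP; corrector assay measuring rescue of mutant channel to the surface after 24 h compound exposure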
# DENV2 CPE rescue: inhibitors of DENV2 cytopathic effect, primary screen, cell-based, plate reader, single concentration; DENV2-infected cells, cytopathic effect rescue; CPE inhibition, % at 9.99 µM; 350,000 tested, 1.7% active; in the data active = CPE inhibition above about 20%, passing the limit was not always enough; inconclusive = no clear call, values can overlap the other calls; tested in BHK-21 cells;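 also: 0% = median of neutral control wells and 100% = median of positive control wells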
# miR122 inh: miR-122 Renilla sensor signal increase in Huh7, primary screen, miR-122 inhibitor project, cell-based, single point, plate reader. activation (reporter increase), % at 12.5 µM. Huh7 miR-122 Renilla luciferase sensor, 48 h; neutral wells = 0, positive control = 100. 340,000 tested, 0.3% active;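 active = mean replicate activation score at least 90 and every replicate individually at or above 90; inconclusive = only one of the two criteria met; inactive = neither criterion met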;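 also: higher luciferase means less miR-122 activity so hits act as miR-122 inhibitors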
# FN deposit inh: inhibitors of fibronectin matrix deposition, primary screen, AH1F cells, Alexa488-fibronectin fluorescence, plate reader. AH1F fibroblasts, overnight. inhibition, % at 12.6 µM. 350,000 tested, 0.086% active;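 active = mean inhibition across replicates of 30% or more, regardless of how many single replicates reach that level; inconclusive = mean under 30% yet at least half of replicates reach 30%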;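 also: positive control wells lacked labelled fibronectin entirely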
#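 Assay system: AH1F fibroblasts / Quantity: 10000 cells per well / Medium: DMEM plus 2% serum, read in PBS / Reagent: labelled fibronectin 24 nM / Dosing: single dose, pinned / Times: 1 h cell attachment, overnight exposure to compound and label / Signal: fluorescence, ex 485 nm, em 525 nm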
# EWS-Fli block: EWS/Fli-driven NR0B1 reporter inhibitors, primary screen, A673 cells, NR0B1 luciferase, luminescence, MLPCN library; viability-normalised; inhibition, % at 12.6 µM; 350,000 tested, 0.67% active; AID 651661, 2012;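 active = mean inhibition of at least 50% after viability correction, with every replicate also passing that limit; inconclusive = mean reaches 50% but only one of two replicates passes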;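 also: firefly luciferase signal divided by Alamar Blue viability fluorescence both relative to DMSO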
# GSIS activator: GLuc luminescence reporter in INS-1E cells, primary screen for activators of glucose-dependent secretion of insulin | INS-1E GLuc reporter insulin secretion, 2-3 h | activation, % at 16.6 µM | 370,000 tested, 0.61% active | AID 743287, 2014;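 active = lowest replicate activation of at least 40%, so every replicate reaches that level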;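 also: 0% = median of neutral control wells and 100% = median of IBMX positive control wells; some compounds called inactive have numbers as strong as hits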
# * marks the source's active call; other numbers are inactive results; u = inconclusive; x = not tested or not shown; [ ] = remark or other dose. The order is random; 3.9% or so of the library scored in one or more.
SMILES,PAX8 inh HTS,F508del corr,DENV2 CPE rescue,miR122 inh,FN deposit inh,EWS-Fli block,GSIS activator
C[C@@H]1CN([C@H](C)CO)S(=O)(=O)c2ccc(C#CC3CC3)cc2O[C@H]1CN(C)CC1CCOCC1,x,1.2,-2.5,13.3[16.7 µM],-11.7,14.9,2.1
CO[C@H]1CN(C)C(=O)c2ccc(NC(=O)c3ccccc3F)cc2OC[C@@H](C)N(CC2CC2)C[C@H]1C,x,0.2,0.5,-4.7[16.7 µM],1.3,3.8,4.4
Nc1c(-c2ccccc2)sc2ccc3ccccc3[n+]12,-21.0,-0.3,-2.3,8.7,5.6,-32.8,x
CSCCC1(C(=O)O)NC(c2ccccc2O)C2C(=O)N(C(C)C)C(=O)C21 (stereo not drawn),-6.9,2.6,6.6,1.4,5.9,-6.2,1.3
COc1cc(NC(=O)CCc2nnc3ccc(N4CCC(C)CC4)nn23)cc(OC)c1,18.6,1.2,u,x,0.6,7.6,-1.9
CO[C@@H]1CN(C)C(=O)c2cc(NC(=O)Nc3ccccc3F)ccc2OC[C@@H](C)N(CCC(F)(F)F)C[C@H]1C,1.2,-1.6,0.2,x,-1.1,-3.8,-0.7
C[C@H](CO)N1C[C@H](C)[C@H](CN(C)S(=O)(=O)c2ccccc2)Oc2c(NC(=O)Nc3ccccc3)cccc2C1=O,-10.3,-0.2,-3.5,3.9[16.7 µM],x,-3.4,3.0
C[C@@H]1CN([C@@H](C)CO)S(=O)(=O)c2ccc(/C=C/c3ccccc3)cc2O[C@@H]1CN(C)C(=O)c1ccc2c(c1)OCO2,x,-7.5,-2.6,-14.2[16.7 µM],x,2.5,-8.9
CN(C)C(=O)c1cccc(-c2ccc([C@H]3[C@@H](CO)N(C(=O)C4CCC4)[C@H]3C#N)cc2)c1,6.6,-0.8,8.7,x,3.5,-5.9,-1.4
COc1ccc(C(=O)NCCS(=O)(=O)NCCc2ccccc2)cc1,-102.8,0.5,-2.9,x,2.2,-58.9,14.3
COc1ccccc1CNC(=O)C[C@H]1C[C@H]2c3cc(NC(=O)Cc4ccncc4)ccc3O[C@H]2[C@@H](CO)O1,9.5,5.1,5.8,-4.1[16.7 µM],x,-5.9,-14.4
O=C(/C=C/c1cccc([N+](=O)[O-])c1)c1cccs1,-40.5,-14.6,-1.7,-8.8,5.6,30.1,8.4
CCOC(=O)C1=C(C)N(c2ccc(OC)cc2)C(=O)/C1=C\c1cccs1,21.3,x,-3.8,x,-14.6,2.3,8.9
COC(=O)c1ccc(CNC(=O)C(Cc2ccccc2)NC(=O)c2ccccc2)cc1 (stereo not drawn),-4.4,-2.2,9.3,3.6,2.2,-6.1,13.0
C[C@H]1CN([C@@H](C)CO)S(=O)(=O)c2ccc(-c3cccnc3)cc2O[C@H]1CN(C)CC1CCOCC1,-4.9,-1.4,0.9,1.0[16.7 µM],x,25.3,2.4
Cc1c(-c2ccccc2)sc(Br)c1C(=O)N1CCOCC1,5.4,x,x,-1.5,10.6,x,x
C[C@H](CO)N1C[C@H](C)[C@H](CN(C)C(=O)Nc2ccc(F)cc2)OCCCC[C@H](C)Oc2ccc(NS(=O)(=O)c3ccc(Cl)cc3)cc2C1=O,61.1*,0.6,6.4,-2.7[16.7 µM],-2.7,5.9,-33.3
C[C@H](O)C#Cc1cnc2c(c1)C(=O)N([C@@H](C)CO)C[C@H](C)[C@@H](CN(C)C(=O)CN(C)C)O2,x,-1.8,-10.5,6.5[16.7 µM],6.8,-4.0,18.1
CCOC(=O)C1CCN(S(=O)(=O)c2ccc(-c3ccc(=O)[nH]n3)o2)CC1,-2.5,-0.9,6.2,x,4.1,8.8,3.7
O=Cc1ccc(C(=O)O)cc1,x,0.8,0.5,-3.3,x,-6.7,3.5
CN(CC(=O)Nc1cccc(F)c1)C(=O)COc1ccc2c(c1)CCC2,7.7,-1.7,-2.4,-3.9,0.8,-7.8,-24.1
C[C@H]1CN([C@@H](C)CO)C(=O)c2cccc(NC(=O)C3CCOCC3)c2O[C@@H]1CN(C)CC1CCCCC1,-1.1,3.4,-5.0,53.6[16.7 µM],-2.9,-6.8,-8.5
COCCn1c(=O)[nH]c2cc(C(=O)NCCN3CCN(c4ccccc4)CC3)ccc2c1=O,-0.4,x,x,-7.7,-4.2,x,x
CN(C)c1ccc(-c2n(C)c3ccccc3[n+]2C)cc1,x,-0.5,-4.1,x,x,-2.9,8.5
CC(C)C[C@@]12C(=O)N(c3cccc(F)c3)C(=O)N1[C@H](c1ccc(Cl)cc1)[C@@H]1C(=O)N(C3CCCCC3)C(=O)[C@@H]12,-12.1,5.2,1.4,-10.1,-0.8,-3.4,x
O=C(NCc1ccc(F)cc1)[C@@H]1[C@@H](CO)[C@@H]2Cn3c(cccc3=O)[C@@H]2N1Cc1ccccn1,-0.7,-1.1,-12.2,-0.3[16.7 µM],x,-2.6,4.5
Cc1ccccc1NC(=O)c1ccc2nc(N3CCOCC3)sc2c1,-110.1,-1.5,-3.8,-12.6,-1.0,-36.1,10.7
O=C(O)CSc1c2c(nc3cc(C(=O)Nc4cccc(C(F)(F)F)c4)ccc13)CCC2,-18.6,-2.9,5.0,-2.6,4.2,-7.9,x
C[C@@H]1CN([C@H](C)CO)C(=O)c2cc(NS(=O)(=O)c3ccc(Cl)cc3)ccc2O[C@H]1CN(C)Cc1ccc(Cl)c(Cl)c1,-32.8,-1.9,-2.2,-1.6[16.7 µM],x,-2.8,-12.4
C=CC[C@]1(C(=O)NCc2ccccc2)COC(c2ccc(OCCCO)cc2)=N1,-2.3,1.4,-3.8,x,x,15.5,x
CCOc1ccccc1NC(=O)CS(=O)(=O)c1cn(CC(=O)N2CCOCC2)c2ccccc12,x,-0.2,1.9,-4.5,-8.9,1.3,-0.3
CCCNC(=O)N1[C@H](C(=O)N2CCCCC2)[C@@H](CO)[C@@H]2Cn3c(ccc(-c4ccc(F)cc4)c3=O)[C@@H]21,2.8,x,5.9,x,x,-1.4,8.6
CNC[C@H]1OCCCC[C@H](C)Oc2ccc(NS(C)(=O)=O)cc2C(=O)N([C@@H](C)CO)C[C@@H]1C,-5.8,0.9,-3.4,1.0[16.7 µM],x,-4.0,17.4
CNS(=O)(=O)c1cc(N)ccc1C,-13.3,0.8,8.3,x,-0.1,-5.3,-3.9
CN1C(=O)c2cc(NC(=O)C3CC3)ccc2OC[C@@H]2O[C@H](CC(=O)NCc3cccc(F)c3)CC[C@@H]21,3.7,3.6,-5.0,33.3[16.7 µM],-0.8,12.4,0.7
Cc1ccc(S(=O)(=O)Nc2ccc3c(c2)C(=O)N([C@H](C)CO)C[C@H](C)[C@H](CN(C)CC2CC2)OCCCC[C@H](C)O3)cc1,3.3,0.7,u,-6.9[16.7 µM],-1.8,-9.1,35.1
Cc1ccc(N2CC(C(=O)Nc3cccc(F)c3)CC2=O)cc1 (stereo not drawn),x,0.1,3.3,x,x,6.0,-3.5
C[C@H](CO)N1C[C@H](C)[C@H](CN(C)Cc2ccc(C(=O)Nc3ccccc3N)cc2)Oc2ccc(NC(=O)c3ccncc3)cc2CC1=O,5.5,-0.6,0.1,53.9[16.7 µM],x,45.5,-10.0
COc1ccc(CC(=O)Cc2ccc(OC)c(OC)c2)cc1OC,x,2.5,-1.1,x,1.0,2.4,24.6
C[C@@H]1CN([C@@H](C)CO)C(=O)Cc2cc(NC(=O)Nc3ccccc3)ccc2O[C@@H]1CN(C)S(C)(=O)=O,-5.9,0.8,-1.8,-6.1[16.7 µM],x,-2.9,18.2
CCc1ccc(S(=O)(=O)Nc2ccc(Cl)cn2)cc1,7.7,0.7,3.4,178.0*,-4.2,10.5,16.9
CN1CCCCC(NC(=O)COCc2ccccc2)C1=O (stereo not drawn),-3.2,1.1,2.9,x,0.5,-2.4,10.4
CCOC(=O)c1c(C)[nH]c(C)c1C(=O)COC(=O)/C=C/c1cccc(C(F)(F)F)c1,-11.0,-4.4,9.8,-7.0,-1.2,-0.5,-24.0
O=C(CN1CCc2ccccc2C1)NCC(=O)Nc1ccc(F)cc1,3.9,1.5,-9.8,x,-1.5,6.9,-28.6
O=C1S/C(=C\C=C\c2ccco2)C(=O)N1c1ccccc1,-97.9,x,x,x,2.3,x,-5.4
C[C@@H]1CCCCO[C@@H](CN(C)C(=O)Nc2ccc(F)cc2)[C@@H](C)CN([C@@H](C)CO)C(=O)c2cc(NC(=O)C3CCCCC3)ccc2O1,15.0,0.0,-1.5,1.1[16.7 µM],x,3.9,-14.8
CCNC(=O)c1ccccc1SCC(=O)Nc1ccc(F)cc1,0.4,2.8,3.5,-7.8,0.7,7.6,-7.5
Cc1ccc(S(=O)(=O)N2CCN(CC(=O)N/N=C\c3ccccn3)CC2)cc1,6.7,0.8,2.7,-11.9,-0.9,-7.4,3.2
CC(C)(C)c1ccc(NC(=O)CNC2CCCc3ccccc32)cc1 (stereo not drawn),-32.7,-0.4,-3.9,8.6,5.0,4.7,0.3
CCOC(=O)c1oc2nc(C(C)C)c3c(c2c1N)CCC3,-4.1,x,x,1.6,-9.0,x,x
CC(C)CC#Cc1ccc2c(c1)O[C@@H](CN(C)C(=O)C1CC1)[C@@H](C)CN([C@@H](C)CO)S2(=O)=O,x,-2.7,x,-0.7[16.7 µM],-3.1,14.3,-17.9
C[C@@H]1CCCCO[C@@H](CN(C)C(=O)Nc2cccc3ccccc23)[C@@H](C)CN([C@@H](C)CO)C(=O)c2cc(NC(=O)C3CCCCC3)ccc2O1,6.0,0.9,2.7,-17.3[16.7 µM],x,15.1,-5.1
CCCC#Cc1cnc2c(c1)C(=O)N([C@@H](C)CO)C[C@@H](C)[C@H](CN(C)C(=O)Nc1ccc(OC)cc1)O2,x,-0.9,-4.0,9.3[16.7 µM],-1.0,2.6,9.9
COc1cc(C(=O)Nc2sc(C)c(C)c2C(=O)O)cc(OC)c1OC,-13.6,1.1,-0.2,x,-2.6,-34.0,-10.1
C[C@@H]1CN([C@H](C)CO)C(=O)c2cccc(NC(=O)Nc3ccccc3)c2O[C@H]1CN(C)CC1CCCCC1,-6.2,2.6,11.9,43.4[16.7 µM],x,0.9,-9.2
Nc1nc(NCc2ccco2)nc(NCCO)c1[N+](=O)[O-],-7.4,2.9,1.7,5.1,0.7,-4.1,30.1
Cc1ccc(C)c(NC(=O)COC(=O)c2ccc3c(c2)OCCO3)c1,-4.6,-0.4,-1.6,3.8,-4.6,-5.8,7.6
CC(C)NC1(C(N)=O)CCNCC1,7.4,-0.5,-3.3,-9.0,-2.2,0.4,35.8
CCOC(=O)c1c(CSC(=N)N)n(-c2ccc(C)cc2)c2cc(Br)c(OC(C)=O)cc12,u,x,x,0.7,-2.3,x,x
CN1CN(C)C(c2ccncc2)=C1c1ccncc1,-1.1,1.6,0.5,x,9.7,10.2,2.2
CC(C)CC#Cc1ccc2c(c1)O[C@@H](CN(C)Cc1ccc3c(c1)OCO3)[C@H](C)CN([C@H](C)CO)S2(=O)=O,x,-4.9,-1.3,-0.7[16.7 µM],-1.9,u,5.8

# Record cards, as listed above:
# Entry for C[C@@H]1CCCCO[C@@H](CN(C)C(=O)Nc2ccc(F)cc2)[C@@H](C)CN([C@@H](C)CO)C(=O)c2cc(NC(=O)C3CCCCC3)ccc2O1 = PAX8 inh HTS: 15.0; F508del corr: 0.0; DENV2 CPE rescue: -1.5; miR122 inh: 1.1[16.7 µM]; FN deposit inh: x; EWS-Fli block: 3.9; GSIS activator: -14.8
# Entry for CC(C)NC1(C(N)=O)CCNCC1 = PAX8 inh HTS: 7.4; F508del corr: -0.5; DENV2 CPE rescue: -3.3; miR122 inh: -9.0; FN deposit inh: -2.2; EWS-Fli block: 0.4; GSIS activator: 35.8
